ROC1-CUL1 inh = blocks human RBX1-Cullin-1 di-ubiquitin formation; in vitro K48 di-Ub FRET, acceptor:donor ratio, 45 min; inhibition, % at 10 µM; actives 0.6% (n = 140,000); in the data active = inhibition above about 25%
Target sequence (P62877 whole entry, looked up): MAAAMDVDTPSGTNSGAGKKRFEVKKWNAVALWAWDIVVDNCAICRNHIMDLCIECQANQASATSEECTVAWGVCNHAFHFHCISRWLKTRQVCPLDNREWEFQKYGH
Target sequence (Q13616 whole entry, looked up): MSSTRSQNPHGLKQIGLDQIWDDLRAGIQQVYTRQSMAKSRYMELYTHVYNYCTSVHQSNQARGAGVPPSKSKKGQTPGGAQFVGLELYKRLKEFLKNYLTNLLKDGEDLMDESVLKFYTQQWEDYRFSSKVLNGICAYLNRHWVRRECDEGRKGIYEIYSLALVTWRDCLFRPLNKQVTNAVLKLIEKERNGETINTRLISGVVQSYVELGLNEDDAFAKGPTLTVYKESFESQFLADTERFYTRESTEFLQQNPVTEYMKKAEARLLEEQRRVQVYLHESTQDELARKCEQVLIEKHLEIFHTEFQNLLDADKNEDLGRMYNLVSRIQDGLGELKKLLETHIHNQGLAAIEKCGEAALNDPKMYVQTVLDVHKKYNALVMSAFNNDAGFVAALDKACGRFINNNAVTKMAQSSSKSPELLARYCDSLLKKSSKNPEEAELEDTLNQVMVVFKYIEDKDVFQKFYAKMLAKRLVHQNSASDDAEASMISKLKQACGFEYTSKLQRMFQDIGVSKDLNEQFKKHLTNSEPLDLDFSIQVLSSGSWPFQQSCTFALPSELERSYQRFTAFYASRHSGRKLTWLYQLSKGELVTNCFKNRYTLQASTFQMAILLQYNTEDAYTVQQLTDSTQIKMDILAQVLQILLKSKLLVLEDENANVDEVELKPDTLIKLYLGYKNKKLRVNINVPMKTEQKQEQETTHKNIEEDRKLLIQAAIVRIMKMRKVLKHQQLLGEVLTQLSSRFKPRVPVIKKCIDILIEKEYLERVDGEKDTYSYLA
* marks the source's active call; other numbers are inactive results. An excerpt; the hit share may differ from the screen's.

Preview:
SMILES | ROC1-CUL1 inh
Cc1cc(C)c(/C=C2\SC(=S)N(C)C2=O)c(C)c1 | -5
Cc1ccc(Cn2c(=N)n(CC(=O)O)c3ccccc32)cc1 | 1
Oc1cccc(C2CCN([C@@H]3c4ccccc4C4(CCNCC4)[C@H]3O)CC2)c1 | 7
O=C1c2cc3ccccc3c(-c3ccccc3)c2C(=O)N1c1ccccc1 | -3
Cc1ccc(C)c(NC(=O)Cn2c(=O)n(Cc3ccco3)c(=O)c3ccc(C(=O)NC4CCCC4)cc32)c1 | 7
CN(Cc1n[nH]c2c1CCCC2)C(=O)CC1C(=O)NCCN1Cc1ccccc1 (configuration not stated) | 11
CCCOc1c(Cl)cc(C(=O)NCc2ccccc2)cc1OC | 0

Main list, previewed entries included:
SMILES | ROC1-CUL1 inh
Cc1cc(C)c(/C=C2\SC(=S)N(C)C2=O)c(C)c1 | -5
Cc1ccc(Cn2c(=N)n(CC(=O)O)c3ccccc32)cc1 | 1
Oc1cccc(C2CCN([C@@H]3c4ccccc4C4(CCNCC4)[C@H]3O)CC2)c1 | 7
O=C1c2cc3ccccc3c(-c3ccccc3)c2C(=O)N1c1ccccc1 | -3
Cc1ccc(C)c(NC(=O)Cn2c(=O)n(Cc3ccco3)c(=O)c3ccc(C(=O)NC4CCCC4)cc32)c1 | 7
CN(Cc1n[nH]c2c1CCCC2)C(=O)CC1C(=O)NCCN1Cc1ccccc1 (configuration not stated) | 11
CCCOc1c(Cl)cc(C(=O)NCc2ccccc2)cc1OC | 0
Cc1nc(N2CCCCC2)c2c3c(sc2n1)CC(C)CC3 (configuration not stated) | -1
O=C(O)C1CC=CCC1c1nc(-c2ccccc2)no1 (configuration not stated) | 14
COc1ccc(Nc2nc3ccc(C)cc3nc2-n2nc(C)cc2C)cc1Cl | 5
O=C(O)CCCCCNC(=O)c1ccc(Cl)cc1 | -5
CC(=O)NC1(Cc2ccccc2)CCCC1 | 6
O=C(Nc1ccccc1-c1nc2ccccc2s1)c1cc(Cl)cc(Cl)c1 | -9
C=CCOc1cc(C)nc2c(C)cccc12 | 1
CCOC(=O)N1CCC(NC(=O)c2cnn(-c3cccc(F)c3)c2-n2cccc2)CC1 | 2
CC(C)(C)C(=O)Nc1ccc2nc(SCCOc3ccccc3Cl)sc2c1 | -4
CCOC(=O)c1cccc(NC(=O)CC2C(=O)N(c3ccccc3)C(=O)N2Cc2ccco2)c1 (configuration not stated) | -7
O=C(c1ccco1)c1n[nH]nc1-c1ccccc1 | 9
CCOC(=O)c1ccc(-n2nc(C(C)=O)c(C(C)=O)c2C)cc1 | -1
Cc1cn2c(=O)c(S(=O)(=O)Nc3ccc(OC(F)(F)F)cc3)c(C)nc2s1 | 2
CCCC12CN3CC(C)(CN(C1)C3C1C(=O)NC(=O)N=C1C)C2=O (configuration not stated) | 8
CC1CCc2cc(F)ccc2N1C(=O)c1ccccc1F (configuration not stated) | -2
CCc1ccc(S(=O)(=O)N2CCN(Cc3ccccc3)CC2)cc1 | -3
CC(=O)Nc1ccc(C(=O)N(C)C(C(=O)Nc2ccccc2)c2ccccn2)cc1 (configuration not stated) | 4

No new results follow: an excerpt of the list.
SMILES | ROC1-CUL1 inh
O=C(Nc1ccccc1-c1nc2ccccc2s1)c1cc(Cl)cc(Cl)c1 | -9
C=CCOc1cc(C)nc2c(C)cccc12 | 1
CCOC(=O)N1CCC(NC(=O)c2cnn(-c3cccc(F)c3)c2-n2cccc2)CC1 | 2
CC(C)(C)C(=O)Nc1ccc2nc(SCCOc3ccccc3Cl)sc2c1 | -4

Next section:
SMILES | ROC1-CUL1 inh
COC(=O)c1ccc(NC(=O)Cn2c(-c3nonc3N)nc3ccccc32)cc1 | -5
Cc1ccccc1NC(=O)c1ccc(CNS(=O)(=O)c2ccc3c(c2)C(C)(C)C(=O)N3C)cc1 | 2
Cc1cccc(C(=O)NC(N2CCOCC2)C(Cl)(Cl)Cl)c1 (configuration not stated) | -3
COc1cc(Br)c(Br)c(C=Nc2ccc(NC(=O)c3cccc(C)c3)cc2)c1O | 4
CCNC(=O)c1cn(CC(C)C)cc(C(=O)NCc2ccccc2C)c1=O | -3
Cn1ccnc1CN1CCCC1C(=O)Nc1cccc(-n2cccn2)c1 (configuration not stated) | 3
CC(C)(C)OC(=O)N1CCC(c2c(C(=O)N3CCN(c4ccccn4)CC3)cnn2-c2ccccc2)CC1 | -6
CC1=Nc2ncnn2C(c2sccc2C)C1C(=O)Nc1ccccc1C (configuration not stated) | 1
O=C1/C(=C/c2ccc(C(F)(F)F)cc2)SC(=S)N1Cc1ccccc1 | -2
CC1=C(C#N)C(=O)N(CC(C)O)C(=O)C1N=Nc1ccc(S(N)(=O)=O)cc1 (configuration not stated) | 5
Cc1cc(C)c2c(=O)cc(C(=O)Nc3ccc(S(=O)(=O)Nc4onc(C)c4C)cc3)oc2c1 | 12
COc1ccc(/C=C2/C=CC(=O)O2)cc1 | -15
CN(Cc1nc(-c2ccc(Cl)cc2)no1)S(=O)(=O)c1ccccc1 | 5
COc1ccc(NC(=O)CSc2oc(-c3cccs3)nc2S(=O)(=O)c2ccc(Br)cc2)c(OC)c1 | -1
Brc1ccc(NC2=NCCCCC2)cc1 | -2
CCOc1cccc(-c2cc(C(=O)N/N=C/c3sccc3C)c3ccccc3n2)c1 | -4
CCOC(=O)/C(Cl)=N/Nc1ccc(Cl)cc1 | -3
COC(=O)c1ccc([C@@H]2C[C@H]3CN(C)C(=O)[C@]34CCCN24)cc1 | 0
Cc1ccc(S(=O)(=O)c2cn(CC(=O)Nc3cccc(Cl)c3)c3ccccc3c2=O)cc1 | 8
CNC(=O)C(Cc1ccc(OC)cc1)=NC(=O)c1cccc(Br)c1 | -2
CCCOC(=O)c1c(NC(=O)/C=C/c2cnn(C)c2C)sc(C(=O)OC)c1C | -5
CCc1ccc(CNc2ccc(CNc3ncn[nH]3)cc2)cc1 | 1
COc1ccc(OC)c(-n2nnc(-c3nc(-c4ccc5c(c4)OCO5)no3)c2C)c1 | -1
COc1ccc(CNS(=O)(=O)c2cc3c(cc2Cl)NC(=O)CO3)cc1 | 2
CC(=O)Nc1ccc2c(c1)OCCOCCOCCOCCO2 | 4
COC(=O)c1sc(S(=O)(=O)N2CCCC2)c(C(=O)OC)c1C | 5
COc1ccccc1Oc1ncccc1CNC(=O)CN1CCCCC1=O | 1
O=C(c1ccccc1)N1CCCCC(Sc2nnc3sc4ccccc4n23)C1=O (configuration not stated) | 4
COc1cccc(NC(=O)c2cnn(-c3ccccc3)c2-c2ccccc2)c1 | -5
Cc1ccc(C(=O)O)cc1NCc1ccccc1Cl | 1
CCOc1ccc(C(=O)C2C(=O)C(=O)N(CCN(CC)CC)C2c2ccc(C)o2)cc1 (configuration not stated) | 0
CCOc1ccc(C(=O)CC(=O)c2c(OCC)cc(OCC)c(I)c2O)cc1 | -9
COc1cccc(/C=N/Nc2nc(Nc3ccccc3)nc(-n3nc(C)cc3C)n2)c1O | -4
O=C(N[C@H]1CCCCNC1=O)c1ccc(N2CCC(NC[C@H]3CCc4ccccc4O3)CC2)cc1 | 10
N#Cc1cc(Oc2ccc(-c3ccccc3)cc2)nc2ccccc12 | -3
CCOc1ccc2c(c1)-c1c(ssc1=Nc1cccc(Cl)c1)C(C)(C)N2 | 4

Arranged by the number under ROC1-CUL1 inh (ascending): some entries from above
SMILES | ROC1-CUL1 inh
N#Cc1cc(Oc2ccc(-c3ccccc3)cc2)nc2ccccc12 | -3
CCOc1ccc2c(c1)-c1c(ssc1=Nc1cccc(Cl)c1)C(C)(C)N2 | 4
O=C(N[C@H]1CCCCNC1=O)c1ccc(N2CCC(NC[C@H]3CCc4ccccc4O3)CC2)cc1 | 10

New compounds follow
SMILES | ROC1-CUL1 inh
CC1=NN(C)c2nc3c(c(=O)n(CC(C)C)c(=O)n3C)n2C1 | -9
CCOC(=O)C1CCN(c2nc3c(S(=O)(=O)c4ccccc4)nnn3c3ccc(Cl)cc23)CC1 | -4
Cc1nc(CC(=O)Nc2cccc(C)c2C)cs1 | -3
CC(C)COc1ccccc1C1CC(=O)Nc2cc3c(cc21)OCO3 (configuration not stated) | -1
Nc1c(C(=O)Nc2c(F)cc(F)cc2Br)sc2nc3c(cc12)CCCC3 | -4
CCOC(=O)C1(Cc2cccc(OC)c2)CCN(Cc2cnc(C)s2)CC1 | 2
COc1ccc(Br)cc1S(=O)(=O)N1CCN(Cc2ccccc2)CC1 | 5
C=CCN1C(=O)C(C=Nc2sccc2C(=O)OC)C(=O)N(CCCC)C1=O (configuration not stated) | -7
COc1c(C)cc(S(=O)(=O)NC2CC(C)(C)NC(C)(C)C2)c(C)c1C | 5
O=C(c1ccccc1)c1cc(=O)oc2ccccc12 | 0
CCc1ccccc1NC(=O)CSc1nnc(-c2nonc2NC(C)=O)n1C | -4
Cc1ccc(S(=O)(=O)c2nnn3c2nc(NC2CCCCCC2)c2sccc23)cc1C | 1
O=C(NCc1ccc2c(c1)OCO2)C1CCN(S(=O)(=O)c2cccs2)CC1 | -4
COc1ccc(-c2nc(CN3CCCC(OC)C3)c(C)o2)cc1OC (configuration not stated) | -1
CCN(CC1CCCN(CCc2cccc(F)c2)C1)C(=O)CCn1cccn1 (configuration not stated) | 2
O=C(Nc1ccc2c(c1)CN(Cc1nccs1)CC2)C1CCCO1 (configuration not stated) | -1
CCOC(=O)C1(Cc2ccccc2)CCN(Cc2cnn(C(C)C)c2)CC1 | 20
Cc1nnc(SCC(=O)Nc2ccccc2)n1N | 4
C=C1OC(=O)c2ccccc2C(=C)OC(=O)c2ccccc21 | -5
N#CCC(=O)Nc1cccc(F)c1 | -3
C/C(=C\C(=O)Nc1sc(C)c(-c2ccc(C(C)C)cc2)c1C(N)=O)C(=O)O | -2
CC1(C)[C@@H]2C(=O)[C@H]3C[C@H](C#N)[C@@]3(C)C(=O)[C@@H]21 | -2
Cc1ccc(-n2c(C)cc(=O)[nH]c2=O)c(C)c1 | -1
FC(F)(F)Oc1ccc(Nc2nc(N3CCCCCC3)nc(N3CCN(C45CC6CC(CC(C6)C4)C5)CC3)n2)cc1 | 5

Among those listed so far, two contain a tert-butyl group:
SMILES | ROC1-CUL1 inh
CC(C)(C)C(=O)Nc1ccc2nc(SCCOc3ccccc3Cl)sc2c1 | -4
CC(C)(C)OC(=O)N1CCC(c2c(C(=O)N3CCN(c4ccccn4)CC3)cnn2-c2ccccc2)CC1 | -6

More records:
SMILES | ROC1-CUL1 inh
Cc1ccnc(NC(=O)c2ccc(Cl)cc2Cl)n1 | 6
COCc1ccc(C(=O)Nc2ccc(-c3nc(CNC(=O)c4cnccn4)c(C)o3)cc2)o1 | 7
CCC1CCc2nc3sc(C(=O)Nc4ccc(C)cc4Br)c(N)c3cc2C1 (configuration not stated) | -13
C=CCn1c(-c2ccc(SC)cc2)cs/c1=N\NC(=O)C12CC3CC(CC(C3)C1)C2 | 5
Cc1nc(-n2nc(C)c(Cc3ccccc3Cl)c2C)sc1C(=O)N1CCC(C)CC1 | 2
Cc1cccc(N(C)C(=O)CN(C)S(=O)(=O)c2ccc3[nH]c4c(c3c2)CCCC4)c1 | -3
COc1ccc(S(=O)(=O)Nc2cc3c(cc2NCc2ccccc2)n(C)c(=O)n3C)cc1OC | 0
COc1c(C)cc(S(=O)(=O)NCCN2CCOCC2)c(C)c1C | -3
CN(C1CCS(=O)(=O)C1)S(=O)(=O)c1ccccc1 (configuration not stated) | 5
CCOC(=O)COc1cc(Cl)ccn1 | 5
Cc1ccc2onc(CNC(=O)NCc3ccc(Cl)cc3)c2c1 | 9
CN(C)c1ccc(C(=O)NCCC2COc3ccccc3O2)cn1 (configuration not stated) | 6
COCCC(=O)N1CCC(Oc2ccc(C(=O)NCc3ccc(C)o3)cc2)CC1 | 4
Cc1cc(C)c(NS(=O)(=O)Cc2ccccc2F)c(C)c1 | 3
CCOC(=O)C1=C(C)N=c2s/c(=C\c3ccc(OC)c(COc4cccc(C(F)(F)F)c4)c3)c(=O)n2C1c1ccc(OC)cc1 (configuration not stated) | 3
COc1ccc(NOc2ccccc2)cc1 | -8
Cc1ccc(-c2nnc(SCC(=O)N3CCc4ccccc43)o2)cc1 | -1
COc1ccccc1NC(=S)NNC(=O)c1ccccc1 | -3
O=C1C2CCCCC2C(=O)N1Cc1cccnc1 (configuration not stated) | 2
Cc1cc(Cl)ccc1NC(=S)N1CCC(O)CC1 | 13
Cc1ccc(N2CC(NC(=O)Cc3cccs3)CC2=O)cc1 (configuration not stated) | 0
CC(C)(C)C(=O)Nc1ccc(N2CCCCC2)c(Cl)c1 | 3
COCCCNc1ncnc2onc(-c3ccc(F)cc3)c12 | 7
COc1ccc(C2C3=C(CCCC3=O)N(c3ccc(C)c(Cl)c3)C(=N)C2C(=O)c2ccccc2)cc1 (configuration not stated) | 1
Cc1ccc(-c2nnc(Nc3cccc(Br)c3)c3ccccc23)cc1S(=O)(=O)N1CCN(C)CC1 | 3
CN(C)CCCN(C(=O)c1ccc(Br)s1)c1nc2ccc(F)cc2s1 | -7
CCOC(=O)c1cc(C)n(CC2CCC(C(=O)Nc3cccc(C)c3)CC2)c1C (configuration not stated) | -1
Cc1ccccc1C(=O)Nc1c(C(=O)Nc2cccc(F)c2)oc2ccccc12 | 6
O=C(NC(Cc1ccccc1)C(=O)NCCSc1ccccc1)OCc1ccccc1 (configuration not stated) | 11
CC12CCC(C(=O)Oc3ccc4ccccc4c3)(C(=O)C1=O)C2(C)C (configuration not stated) | 1
CCn1c2ccccc2c2cc(/C=N/NC(=O)c3ccc(Br)o3)ccc21 | -1
CC(C)c1n[nH]c2c1CN(C(=O)c1ccc(Cn3cnnn3)cc1)CC2 | 11
CCOC(=O)C1CCN(C(c2cccc(F)c2)C2C(=O)C=C(C)N(CCOC)C2=O)CC1 (configuration not stated) | -7
O=C(Cn1ncc(N2CCCC2)cc1=O)Nc1ccc(-n2cccn2)cc1 | 1
Cc1cc(Br)c2[nH]c(=O)c3sc(-c4ccccc4)nc(=O)c3c2c1 | 10
CCOC(=O)C1CCCN(C(=O)c2ccc3c(c2)N(Cc2ccccc2)C(=O)c2ccccc2S3(=O)=O)C1 (configuration not stated) | 5
Cc1ccccc1NC(=O)C1CCN(C(=O)c2cnn(-c3ccccc3)c2-n2cccc2)CC1 | 10
CCC(C)NC(=O)c1cc2n(n1)CCCN(Cc1ccc(C)cc1)C2=O (configuration not stated) | 3
Cc1nn(Cc2cccc(Cl)c2)c2nc(-c3cccnc3)[nH]c12 | 2
CCOC(=O)c1ccc(-c2cc(C)no2)[nH]1 | 8
Cn1cc(C(=O)O)c(=O)c2ccccc21 | -3
CC(C)(C)c1ccc(-c2cc3nc(C(C)(C)C)cc(C(F)(F)F)n3n2)cc1 | -2

Assay outcomes: PubChem BioAssay, Icahn School of Medicine at Mount Sinai
